OXTR potentiator: potentiates the human oxytocin receptor response; AID 2445; 320,000 compounds, 0.061% hits; P30559; CHO-OTR cells, Fluo-8 calcium fluorescence, potentiator mode; 0% = oxytocin EC15, 100% = EC100; activation, % at 3 µM;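 active = activation above that plate's cutoff, the mean activation of tested compounds plus 3 SD, cut at about 6.6% in these data, passing the limit was not always enough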;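 note: 100% uses oxytocin at 75 nM as the full agonist control; some results filed as inactive read as strong as hits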
Target sequence (P30559 whole entry, looked up): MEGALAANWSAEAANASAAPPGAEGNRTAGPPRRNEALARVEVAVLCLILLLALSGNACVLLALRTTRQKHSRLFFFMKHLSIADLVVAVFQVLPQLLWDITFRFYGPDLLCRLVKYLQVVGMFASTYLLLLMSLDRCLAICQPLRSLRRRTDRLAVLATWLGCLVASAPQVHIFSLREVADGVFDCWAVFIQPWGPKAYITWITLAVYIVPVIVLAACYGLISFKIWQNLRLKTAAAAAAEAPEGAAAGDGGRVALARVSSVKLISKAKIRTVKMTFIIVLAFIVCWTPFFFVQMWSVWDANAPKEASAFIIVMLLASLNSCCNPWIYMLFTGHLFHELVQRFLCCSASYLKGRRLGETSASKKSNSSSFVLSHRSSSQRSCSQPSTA
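System: human OTR in CHO cells / Also added: sub-maximal oxytocin, roughly EC15 / Control set: EC15 oxytocin low, 75 nM oxytocin high / Schedule: 6 min compound pre-incubation at room temperature, 100 s kinetic read / Compound: single-point 3.0 µM / Replication: singlicate / Technique: Fluo-8 calcium dye fluorescence / Read-out basis: % activation of max/min ratio relative to oxytocin controls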
V1aR counter: activates human V1a receptor in oxytocin agonist counter-screen; activation, % at 3 µM; CHO-V1R cells, Fluo-8 calcium fluorescence, agonist mode; 0% DMSO, 100% 3 nM vasopressin; P37288; 320,000 compounds, 0.25% hits;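 active = activation above the mean activation of all tested compounds plus 3 SD, per screening run, cut at about 20% in these data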;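 note: signal is peak over basal fluorescence ratio across a 100 second FLIPR read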
Target sequence (P37288 whole entry, looked up): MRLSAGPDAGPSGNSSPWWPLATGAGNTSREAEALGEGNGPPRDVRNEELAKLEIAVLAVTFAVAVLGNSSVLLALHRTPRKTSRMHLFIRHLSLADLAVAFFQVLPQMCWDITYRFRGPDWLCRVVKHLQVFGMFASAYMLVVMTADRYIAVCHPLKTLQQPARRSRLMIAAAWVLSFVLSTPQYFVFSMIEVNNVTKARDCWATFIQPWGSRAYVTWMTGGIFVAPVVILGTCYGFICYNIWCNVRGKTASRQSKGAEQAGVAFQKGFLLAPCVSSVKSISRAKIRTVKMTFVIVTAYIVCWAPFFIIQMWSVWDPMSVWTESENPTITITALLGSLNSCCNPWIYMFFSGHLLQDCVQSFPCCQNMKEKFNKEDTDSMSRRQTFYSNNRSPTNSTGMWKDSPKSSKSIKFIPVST
GalR3 antag: blocks the human galanin receptor 3; 360,000 compounds, 0.44% hits; HEK293 GalR3-CNG cAMP membrane potential fluorescence; galR3 body fused to GalR1 C-terminus; inhibition, % at 3 µM;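 active = inhibition above the screen-wide average plus 3 SD, cut at about 13% in these data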;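 note: forskolin and galanin both at EC90 stimulate the cells; cAMP rise reported by CNG channel membrane potential dye signal; 0% = forskolin plus galanin with DMSO and 100% = forskolin alone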
Target sequence (O60755 1-299 limits assumed): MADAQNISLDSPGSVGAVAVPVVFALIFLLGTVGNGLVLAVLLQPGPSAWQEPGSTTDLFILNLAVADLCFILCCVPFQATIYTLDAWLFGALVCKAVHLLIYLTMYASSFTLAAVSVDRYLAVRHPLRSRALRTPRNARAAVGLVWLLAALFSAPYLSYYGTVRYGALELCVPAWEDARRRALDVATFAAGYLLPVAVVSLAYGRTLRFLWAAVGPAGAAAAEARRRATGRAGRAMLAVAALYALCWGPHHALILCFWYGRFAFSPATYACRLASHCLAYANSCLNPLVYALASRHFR
MEKK2 mut-MEK5: signal of MEK5 binding to mutant human MEKK2 PB1 domain; bead flow cytometry, Alexa488-MEK5 binding to MEKK2 mutant; 290,000 compounds, 0.35% hits; percent response, % at 10 µM; in the data active = percent response above about 24%, passing the limit was not always enough; note: inactives centre near 1; some results filed as inactive read as strong as hits
NALP1 inh: NALP1 inhibition; S. cerevisiae NALP1/ASC/caspase-1 growth, X-gal OD620, 72 h; inhibition, % at 10 µM; AID 2071; 280,000 compounds, 0.61% hits; in the data active = inhibition mostly above about 24%, no sharp cut-off; inactive = mostly below about 32%; note: some compounds called inactive have numbers as strong as hits
MEKK2wt PB1 HTS: raises or lowers MEK5 binding to wildtype human MEKK2 PB1 domain | Q9Y2U5 | bead flow cytometry, Alexa488-MEK5 binding to MEKK2 WT; actives lie on both sides | binding response (% of control), % at 10 µM | 290,000 compounds, 1.1% hits; in the data active = binding response below about 67% or above about 130%
GPR7 antagonist: human neuropeptides B/W receptor 1 antagonism; P48145; GPR7-expressing cells, fluorescence antagonist assay; inhibition, % at 4.4 µM; 290,000 compounds, 1.1% hits; AID 1861; in the data active = inhibition above about 16%, passing the limit was not always enough;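 note: cells stimulated with the agonist NPW; 0% = agonist with vehicle and 100% = vehicle without agonist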
PfM18AAP inh: PfM18AAP enzyme inhibition. recombinant PfM18AAP, H-Glu-NHMec fluorogenic cleavage. inhibition, % at 7.35 µM. 290,000 compounds, 1.2% hits. AID 1822;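 active = inhibition above the campaign mean inhibition over all tested compounds plus 3 SD, cut at about 28% in these data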;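 note: 0% = plate median of test compound wells and 100% = 2 mM ZnCl2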
OXTR agonist: agonists of human oxytocin receptor. AID 2435. 320,000 compounds, 0.32% hits. P30559. activation, % at 3 µM. CHO-OTR cells, Fluo-8 calcium fluorescence; normalized: DMSO 0%, oxytocin 100%;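 active = activation above the mean of all tested compounds plus 3 SD, cutoff set per screening run, cut at about 20% in these data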;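 note: peak over basal fluorescence ratio from a 100 s FLIPR kinetic read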
* marks the source's active call; other numbers are inactive results; x = no result given; [ ] = another dose, or the depositor's remark.

entry	SMILES	PfM18AAP inh	OXTR potentiator	MEKK2wt PB1 HTS	OXTR agonist	GalR3 antag
1	COC(=O)/C(=C1/Oc2cc(C)oc(=O)c2S1)C(F)(F)F	10	0	95	0.7	-6
2	CCN(CC(=O)Nc1c(F)cccc1F)C(=O)CNC(=O)C1CCCCC1	x	-2	x	0.8	-2
3	CCN1CCN(S(=O)(=O)c2ccc(Cl)c(C(=O)Nc3ccccc3N3CCCCC3)c2)CC1	x	-4	x	-0.6	-2
4	COC(=O)CC/C(=N/Nc1ccc(Cl)c(Cl)c1)C(=O)OC	0	-8	103	-1.5	-3
5	CSc1ccc(Cl)c(C(=O)Nc2ccc(C)cn2)c1	0	3	108	-2.5	-2
6	Cc1ccc(CC(=O)NNC(=O)c2ccncc2)cc1C	x	-2	x	-1.5	-3
7	CS(=O)(=O)c1nc(-c2ccc(Br)cc2)n[nH]1	2	0	101	1.6	4
8	Cc1cc(C)nc(NS(=O)(=O)c2ccc(NC(=O)C3CC3)cc2)n1	-12	-4	102	2.5	-9
9	Cc1ccc(C)c2nc3sc(C(=O)O)cc3cc12	8	-2	94	-0.5	-3
10	O=C(Cc1ccccc1)NNC(=S)NC(=O)c1cccnc1	24	1	102	0.2	1
11	Cc1ccc(C(=O)NCCSc2snnc2C)cc1	0	1	99	-1.6	7
12	Cc1[nH]nc2nc(SCC(=O)NCC3CCCO3)n(-c3ccc(Br)cc3)c(=N)c12 (stereo not drawn)	-1	-12	109	-2.1	-1

entry	MEKK2 mut-MEK5	V1aR counter	NALP1 inh	GPR7 antagonist
1	-2	1.8	-11	-8
2	x	15	x	x
3	x	0.0	x	x
4	-1	-1.1	-8	-4
5	7	-0.9	18	6
6	x	-0.1	x	x
7	-1	-0.1	2	2
8	3	-0.1	10	1
9	-5	-0.8	-14	8
10	2	-0.1	-6	-11
11	4	-0.1	27	-6
12	17	-0.1	-7	-6

Rewritten bar-delimited: entries from further up
# | SMILES | PfM18AAP inh | OXTR potentiator | MEKK2wt PB1 HTS | OXTR agonist | GalR3 antag | MEKK2 mut-MEK5 | V1aR counter | NALP1 inh | GPR7 antagonist
4 | COC(=O)CC/C(=N/Nc1ccc(Cl)c(Cl)c1)C(=O)OC | 0 | -8 | 103 | -1.5 | -3 | -1 | -1.1 | -8 | -4
7 | CS(=O)(=O)c1nc(-c2ccc(Br)cc2)n[nH]1 | 2 | 0 | 101 | 1.6 | 4 | -1 | -0.1 | 2 | 2

(more compounds)
entry	SMILES	PfM18AAP inh	OXTR potentiator	MEKK2wt PB1 HTS	OXTR agonist	GalR3 antag
13	NS(=O)(=O)c1cccc(NC(=O)COC(=O)CSCc2ccccc2)c1	x	-6	x	1.4	-9
14	Cc1ccc(C(=O)Nc2nc3ccccc3n3nnnc23)cc1	-6	-6	105	-0.4	-6
15	COc1ccccc1C(=O)NC(=O)COC(=O)c1ccc([N+](=O)[O-])cc1Cl	x	-12	x	0.3	-5
16	CN(C)Cc1nc2c(c(=O)[nH]1)C(C)(C)Cc1ccccc1-2	7	-6	111	0.8	-2
17	Cc1ccc(NC(=O)C(C)c2cccc(C(=O)c3ccccc3)c2)cc1 (stereo not drawn)	4	-7	101	5.8	-3
18	Cc1ccc(O)c(C2=NOC(O)(C(F)(F)F)C2)c1 (stereo not drawn)	-1	-2	103	-0.3	-2
19	CCCc1nc(-c2ccccc2O)n(-c2ccccc2)n1	-10	-5	113	-1.0	-2
20	Cc1ccc(S(=O)(=O)Nc2ccc(Nc3ccccc3)cc2)cc1	-111	-5	101	6.1	-7
21	Cc1cc(NC(=S)NC(=O)C2CC2)ccc1Br	-2	-8	93	-2.9	-2
22	COc1ccc(S(=O)(=O)Nc2ccccc2C(=O)N2CCOCC2)cc1C	-10	-7	104	0.8	-6
23	CCOc1cc(C(=O)Nc2ccccc2F)cc(Br)c1OCC	-7	4	100	-1.8	-3
24	O=C1C(O)=C(O)C(=O)c2ccccc21	x	-3	97	-0.2	-2

entry	MEKK2 mut-MEK5	V1aR counter	NALP1 inh	GPR7 antagonist
13	x	0.3	x	x
14	7	-0.3	2	1
15	x	-0.3	x	x
16	14	1.3	22	-5
17	1	6.5	-25	-8
18	-2	1.0	12	10
19	5	-1.4	19	-16
20	0	7.5	22	-34
21	7	-1.3	12	-5
22	-2	0.8	10	12
23	0	-1.2	32	-12
24	0	1.6	x	x

Single records (already shown). Values in the order: PfM18AAP inh, OXTR potentiator, MEKK2wt PB1 HTS, OXTR agonist, GalR3 antag, MEKK2 mut-MEK5, V1aR counter, NALP1 inh, GPR7 antagonist
Entry for O=C1C(O)=C(O)C(=O)c2ccccc21 = x, -3, 97, -0.2, -2, 0, 1.6, x, x
Entry for Cc1ccc(NC(=O)C(C)c2cccc(C(=O)c3ccccc3)c2)cc1 (stereo not drawn) = 4, -7, 101, 5.8, -3, 1, 6.5, -25, -8
Entry for Cc1ccc(O)c(C2=NOC(O)(C(F)(F)F)C2)c1 (stereo not drawn) = -1, -2, 103, -0.3, -2, -2, 1.0, 12, 10

Remaining list, next part:
entry	SMILES	PfM18AAP inh	OXTR potentiator	MEKK2wt PB1 HTS	OXTR agonist	GalR3 antag
25	Cc1cccc(C(=O)Nc2nnc(SCC(=O)NC3CC3)s2)c1	-2	-6	102	4.5	-8
26	C/C=C/C=[N+](\[O-])C(C)/C(=N/O)c1ccc(F)cc1 (stereo not drawn)	12	0	97	0.1	-5
27	Cc1cc(S(=O)(=O)N2CCCC2)ccc1OCC(=O)NCc1ccccn1	0	1	97	1.2	-8
28	CCc1cccc2c(C#N)cn(CC(=O)NCCOC)c12	-6	-5	92	2.1	-6
29	COc1ccc(NC(=O)CC2SC(=N)N(c3ccccc3)C2=O)c(OC)c1 (stereo not drawn)	-16	0	101	0.0	-4
30	C=CCn1c(SCC(=O)NC2CCCCC2)nnc1-c1cccnc1	-8	-6	101	0.3	-1
31	COc1ccc(CCN(C)C(=O)C2CCCN(C3CCN(Cc4ccccc4)CC3)C2)cc1OC (stereo not drawn)	-2	-1	102	-0.3	2
32	COc1ccc(Cl)cc1NC(=O)c1cnccn1	2	0	106	-1.5	-7
33	Cc1nn(CC(=O)O)c(C)c1C	-3	0	93	1.0	-5
34	O=C(Nc1ccc(Cl)cc1)c1nc[nH]c1C(=O)N1CCc2ccccc2C1	x	-3	x	0.1	0
35	Cc1ccc(SCC(=O)OCC(=O)NC(C)c2ccc(Br)cc2)cc1 (stereo not drawn)	-5	2	105	0.9	-1
36	CC(=O)c1ccc(NC(=S)N2CC(C)CC(C)C2)cc1 (stereo not drawn)	2	0	106	1.1	-4

entry	MEKK2 mut-MEK5	V1aR counter	NALP1 inh	GPR7 antagonist
25	-1	4.6	22	-3
26	-1	0.0	24	-9
27	-3	1.7	4	-7
28	-9	0.7	12	-4
29	-2	0.9	-10	-13
30	0	0.6	24	-3
31	0	-0.1	24	-8
32	1	-0.4	-1	-13
33	-5	1.1	24	-2
34	x	-0.5	x	x
35	6	0.9	-4	-8
36	3	0.4	32	5

Copied from the list:
PfM18AAP inh, compound 33 stands at -3
PfM18AAP inh, compound 26 stands at 12
GalR3 antag, compound 32 stands at -7
OXTR potentiator, compound 35 stands at 2

Additional structures.
entry	SMILES	PfM18AAP inh	OXTR potentiator	MEKK2wt PB1 HTS	OXTR agonist	GalR3 antag
37	CCN(CC)c1ccc(/C=C2\C(=O)c3ccc(C(=O)O)cc3C2=O)cc1	15	-12	93	161*	-3
38	O=C(c1ccco1)N1CCN(C(=O)c2cc(=O)[nH]c3ccccc23)CC1	x	-2	x	-0.5	-6
39	COC(=O)c1ccc(-n2nnnc2SCC(=O)Nc2ccccc2OC)cc1	4	-6	108	0.9	-7
40	COc1ccccc1CCNC(=O)c1ccc(NC(=O)CC2SC(N3CCCC3)=NC2=O)cc1 (stereo not drawn)	x	2	x	-0.2	-3
41	NCC(=O)NCC(=O)OCc1ccccc1	-8	-8	114	-0.6	-1
42	Cc1cc(C)n(-c2cc(N3CCN(S(=O)(=O)c4ccc5ccccc5c4)CC3)ccc2[N+](=O)[O-])n1	-1	-14	100	-1.1	-6
43	CCN(CC)c1ccc(/C=N/N2CCN(Cc3ccc(C)cc3C)CC2)c(O)c1	-6	-2	78	0.1	5
44	Cn1c(SCC(=O)N2CCOCC2)nnc1-c1cnccn1	-17	1	98	-0.2	-5
45	CCCOc1ccc(C(CC(=O)O)NC(=O)c2ccc3c(c2)OCO3)cc1 (stereo not drawn)	-1	-7	1.0*[inhibitor]	1.4	-4
46	Cn1cnc2cc(NCc3cccs3)ccc21	9	-3	91	0.4	9
47	C/C(N=Nc1nc2ccccc2s1)=N\Nc1ccccc1O	8	-1	95	-0.4	-1
48	Cc1ccc(C)c2[nH]c(=O)c(CCNC(=O)c3ccco3)cc12	7	-8	95	-0.1	1

entry	MEKK2 mut-MEK5	V1aR counter	NALP1 inh	GPR7 antagonist
37	-2	66*	31	7
38	x	-0.1	x	x
39	8	2.1	1	5
40	x	0.1	x	x
41	0	0.0	-10	-1
42	1	0.2	10	-5
43	-8	1.3	11	-7
44	7	0.6	17	-4
45	-42	0.9	8	-1
46	-7	0.8	-4	13
47	0	-1.5	x	-12
48	-3	0.0	4	-7

Carrying on:
entry	SMILES	PfM18AAP inh	OXTR potentiator	MEKK2wt PB1 HTS	OXTR agonist	GalR3 antag
49	COc1ccccc1N1CCN(C(=O)c2ccc3nc(-c4ccco4)c(-c4ccco4)nc3c2)CC1	7	-7	95	-2.9	-4
50	Cc1ccccc1NP(=O)(c1ccccc1)c1nc2ccccc2s1 (stereo not drawn)	-1	4	99	-1.8	-8
51	CC(NC(=O)Nc1ccc(Cl)c(Cl)c1)C(c1ccccc1)N1CCOCC1 (stereo not drawn)	-10	-18	110	14	-4
52	CC(C)c1ccc(S(=O)(=O)/N=C2/C=CC(=O)c3ccccc32)cc1	-8	x	101	x	x
53	N=c1oc2cc(O)ccc2cc1C(=O)Nc1ccc(Cl)cc1	20	-7	98	-0.1	-6
54	CC(=O)c1ccc(N2CCN(C(=O)c3ccc(OCc4c(C)noc4C)cc3)CC2)cc1	-1	-8	105	1.3	3
55	CCOC(=O)N/N=C/c1ccc(C)o1	2	6	107	0.2	-4
56	CS(=O)(=O)N1CCc2cc(S(=O)(=O)Nc3ccc4oc5c(c4c3)CCCC5)ccc21	-1	-13	97	12	-7
57	O=C(CCc1ccc(S(=O)(=O)N2CCOCC2)cc1)N1CCN(Cc2ccc3c(c2)OCO3)CC1	3	-15	112	4.6	0
58	O=C(O)CNC(=O)c1nc(-c2ccccc2)n(-c2ccccc2)n1	3	-3	103	1.6	3
59	Cc1ccnc(NC(=O)c2ccccc2NC(=O)c2ccc(Cl)cc2Cl)c1	-5	-13	107	-1.1	-9
60	N#Cc1ccc(C(=O)Nc2ccc([N+](=O)[O-])cc2)c(F)c1	-3	-11	82	2.8	1
61	Cc1ccc(C(c2nnnn2CCc2ccccc2)N2CCC(C)CC2)cc1 (stereo not drawn)	0	-8	106	-1.4	-8

entry	MEKK2 mut-MEK5	V1aR counter	NALP1 inh	GPR7 antagonist
49	2	-1.1	8	-6
50	0	-1.4	5	-13
51	0	44*	25	-6
52	3	x	-8	1
53	-1	-0.7	26	9
54	4	1.9	11	4
55	9	0.6	-22	4
56	-1	12	7	21
57	0	5.3	5	-3
58	2	0.3	25	4
59	1	-1.4	14	-16
60	-10	2.2	-18	-1
61	6	1.0	-38	-7

An unsorted share of the library; any-hit rate near 4.1%.
